Efflux pump inh: inhibitors of Candida antifungal efflux pumps expressed in yeast; hit rate 0.44% among 330,000; AID 485275; inhibition, % at 10 µM; S. cerevisiae Candida pump triplex, Nile Red efflux;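 active = plate passing quality check with inhibition over a set limit, or well fluorescence over plate mean plus 4 SD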;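 note: Nile Red retained in pooled yeast measured as flow cytometry median fluorescence; 0% = buffer negative control and 100% = Enniatin B positive control; higher means more Nile Red kept so more efflux inhibition; some compounds called inactive have numbers as strong as hits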
RPL19A-GFP yeast: yeast TOR pathway RPL19A-GFP modulation; S. cerevisiae RPL19A-GFP strain, flow cytometry, 3 h; active compounds read low; percent response vs DMSO, % at 10 µM; hit rate 0.3% among 330,000;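 active = percent response vs DMSO below 50%; inconclusive = fewer than 70 events counted for the yeast strain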;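 note: median channel GFP fluorescence of the barcoded RPL19A-GFP strain; ratio of sample median GFP to plate DMSO average so 100% = DMSO; lower means less RPL19A-GFP as with rapamycin TOR inhibition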
AGP1 TOR yeast: alters AGP1-GFP fluorescence in TOR pathway yeast screen; hit rate 0.02% among 320,000; S. cerevisiae AGP1-GFP multiplex flow cytometry, 3 h; GFP as percent of DMSO wells; GFP response vs DMSO, % at 10 µM;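 active = GFP response relative to DMSO above a set limit, near screen average plus 3 SD, cut at about 150% in these data; inconclusive = fewer than 70 cells counted for the yeast strain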;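 note: median GFP channel fluorescence of the gated AGP1 strain per well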
CIT2 TOR yeast: yeast TOR pathway CIT2-GFP modulation; hit rate 0.065% among 320,000; GFP response vs DMSO, % at 10 µM; S. cerevisiae CIT2-GFP strain, flow cytometry, 3 h; 100 means same as DMSO wells;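 active = GFP response relative to DMSO above a set limit, near the screen mean plus 3 SD, cut at about 150% in these data; inconclusive = Fewer than 70 cells measured for a yeast strain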;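 note: ratio of well median GFP fluorescence to mean of DMSO wells on the plate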
MEP2 TOR yeast: alters MEP2-GFP fluorescence in TOR pathway yeast screen; S. cerevisiae MEP2-GFP strain, flow cytometry GFP, 3 h; 100% = DMSO control level; GFP response vs DMSO, % at 10 µM; hit rate 0.51% among 330,000; AID 2016;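 active = GFP response versus DMSO above a set limit, roughly screen mean plus 3 SD, cut at about 180% in these data; inconclusive = fewer than 70 cells counted for a yeast strain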;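 note: median GFP fluorescence of the barcode-gated MEP2-GFP cells per well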
AHR activator: activates the human aryl hydrocarbon receptor; activation, % at 5 µM; AHR-responsive luciferase reporter cells, luminescence; P35869; hit rate 2.5% among 320,000; in the data active = activation above about 47%;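 note: 0% = vehicle wells and 100% = reference agonist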
Target sequence (P35869 whole entry, looked up): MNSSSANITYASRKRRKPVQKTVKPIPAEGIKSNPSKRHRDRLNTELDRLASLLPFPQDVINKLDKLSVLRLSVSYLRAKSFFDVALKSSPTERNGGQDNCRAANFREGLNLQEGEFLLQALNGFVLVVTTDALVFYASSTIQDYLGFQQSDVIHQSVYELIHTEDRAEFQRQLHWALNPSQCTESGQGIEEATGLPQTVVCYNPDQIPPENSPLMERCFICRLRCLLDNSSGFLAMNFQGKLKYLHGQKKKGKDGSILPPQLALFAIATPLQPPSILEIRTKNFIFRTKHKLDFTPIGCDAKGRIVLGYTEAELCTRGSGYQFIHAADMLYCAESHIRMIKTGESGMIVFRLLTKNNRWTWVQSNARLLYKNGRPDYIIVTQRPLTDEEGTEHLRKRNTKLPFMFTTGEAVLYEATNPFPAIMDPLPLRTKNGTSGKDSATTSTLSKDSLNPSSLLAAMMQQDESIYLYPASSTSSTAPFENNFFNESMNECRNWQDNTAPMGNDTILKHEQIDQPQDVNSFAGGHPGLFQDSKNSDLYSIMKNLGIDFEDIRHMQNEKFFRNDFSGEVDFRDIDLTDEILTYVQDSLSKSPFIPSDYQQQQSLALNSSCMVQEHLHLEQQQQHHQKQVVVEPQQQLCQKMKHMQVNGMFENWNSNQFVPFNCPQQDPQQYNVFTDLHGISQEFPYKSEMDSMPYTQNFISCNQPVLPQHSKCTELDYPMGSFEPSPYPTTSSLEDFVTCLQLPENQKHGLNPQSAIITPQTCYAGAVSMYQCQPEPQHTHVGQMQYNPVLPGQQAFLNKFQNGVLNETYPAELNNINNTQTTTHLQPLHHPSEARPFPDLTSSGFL
LAP4 TOR yeast: alters LAP4-GFP fluorescence in TOR pathway yeast screen; S. cerevisiae LAP4-GFP multiplex, flow cytometry GFP, 3 h; median GFP as percent of DMSO wells; GFP response vs DMSO, % at 10 µM; hit rate 0.34% among 320,000; AID 2023;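 active = GFP response vs DMSO above a set limit, about the screen mean plus 3 SD, cut at about 150% in these data; inconclusive = under 70 cell events counted for the yeast strain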
CR mimetic SO: yeast age-related superoxide inhibition as caloric restriction mimetic | S. cerevisiae aged cells, superoxide DHE fluorescence; active compounds read low | superoxide response (% of plate mean), % at 10 µM | hit rate 0.18% among 330,000 | AID 2690;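 active = superoxide response under a set limit, about three screen SD below normal, cut at about 65% in these data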;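 note: yeast aged for seven days with compound at 30 °C before DHE staining; 100% = average MFI of all compound-treated wells on the plate with controls excluded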
The depositor's hits bear a star; ? = inconclusive; . = not tested or not shown; [ ] = another dose, or the depositor's remark.

SMILES	Efflux pump inh	RPL19A-GFP yeast	AGP1 TOR yeast	CIT2 TOR yeast	MEP2 TOR yeast	AHR activator	LAP4 TOR yeast	CR mimetic SO
Cc1cc(C(=O)NC(CC(C)C)C(=O)O)cc(C)c1[N+](=O)[O-] (configuration not stated)	4.9	102.3	99.8	104.0	99.9	0.0	97.1	103.8
Cc1ccc(S(=O)(=O)N=Nc2c(O)[nH]c3ccccc23)cc1C	0.0	93.4	92.6	98.2	94.1	15.4	94.5	102.6
COc1ccccc1N(CN1CCCC1=O)C(=O)c1c(F)cccc1F	-0.1	97.4	97.3	96.8	94.0	1.2	97.6	100.7
CC1Cc2nc(SCC(=O)N3CCN(c4ccccc4)CC3)n(CCc3ccccc3)c(=O)c2S1 (configuration not stated)	0.0	94.7	94.9	94.7	97.4	2.9	107.7	96.5
O=S(=O)(c1ccc(Br)cc1)c1cnc2ccccc2n1	0.1	104.4	105.5	96.6	105.2	-2.3	114.3	128.2
O=C(CCC1CCCC1)Nc1cc(C(F)(F)F)ccc1N1CCOCC1	-0.1	100.1	101.3	103.8	105.5	-0.4	106.9	101.4
CN(Cc1ccco1)S(=O)(=O)c1csc(C(N)=O)c1	0.1	97.8	93.3	95.2	96.9	4.3	99.7	76.8
COCCNc1ccc(N2C(=O)C3CCCCC3C2=O)cc1[N+](=O)[O-] (configuration not stated)	0.0	98.0	105.8	103.9	100.0	6.0	102.4	92.7
COc1ccc(OC)c(C2=NOC(C(=O)Nc3cccc(C(C)=O)c3)C2)c1 (configuration not stated)	0.4	95.1	92.0	87.3	97.3	-0.8	97.4	113.3
CCC(C)C(NC(=O)C1CCC(C)CC1)C(=O)NCCCN1CCCCC1CC (configuration not stated)	0.3	100.4	104.4	112.3	100.6	0.2	110.5	95.9
Cc1cccc(-c2noc(CNC(=O)Nc3ccc(F)cc3)n2)c1	0.0	95.9	95.8	97.2	102.3	2.1	94.6	95.3
O=C(C1CCN(S(=O)(=O)c2ccc(Cl)cc2)CC1)N1CCC1	0.0	96.2	106.0	93.6	99.7	-1.5	107.5	94.1
Cc1ccc(C)c(OCCC(=O)OCC(=O)NCc2ccc(F)cc2)c1	0.0	98.1	101.2	99.3	97.2	-2.9	96.3	119.8
CCOc1ccccc1-n1c(SCC(=O)N(C(C)C)C(C)C)nnc1-c1cccnc1	0.0	101.4	99.0	89.8	99.8	0.4	104.6	101.0
COCCCN1C(=O)C(=O)/C(=C(/O)c2ccc(OC)cc2)C1c1ccc(O)c(OC)c1 (configuration not stated)	0.1	91.2	85.8	84.8	89.2	1.0	85.2	108.7
Cc1ccccc1NC(=S)NCc1ccc2c(c1)OCO2	0.0	102.2	109.7	118.1	89.1	8.0	99.7	99.5
O=C(Cn1c(=S)[nH]c2ccccc21)c1ccccc1	2.0	100.2	89.5	92.8	93.9	13.2	81.6	92.8
O=C(O)c1cccc(Nc2ccc([N+](=O)[O-])c3nonc23)c1	0.0	98.9	92.5	105.4	98.4	2.4	107.3	126.2
C=CCN(C(=O)c1cc(C)cc(C)c1)C1(C(=O)Nc2ccccc2)CCN(C(C)C)CC1	0.0	97.5	85.2	104.3	66.7	5.4	93.1	115.7
O=C(/C=C/c1cn(CC(O)CN2CCCCC2)c2ccccc12)c1cccs1 (configuration not stated)	-0.2	91.8	92.8	90.2	91.3	7.3	92.3	99.2
O=C(NCCOc1ccccc1-c1ccccc1)c1ccco1	0.0	93.9	96.8	96.6	98.1	2.7	103.8	100.3
CCOc1cccc(-c2nc3cc(C)ccc3o2)c1	0.0	98.2	107.0	87.2	98.7	29.5	99.7	106.9
COc1ccccc1C(=O)NC(=O)CSc1cccc[n+]1[O-]	0.0	104.3	96.8	102.0	96.2	0.5	96.1	101.1
CN(C)CCCNC(=O)C(=O)NCC1OCCN1S(=O)(=O)c1cc(F)ccc1F (configuration not stated)	-1.0	98.9	102.2	104.5	99.5	-4.5	84.0	86.4
CCN(CC)S(=O)(=O)c1ccc(OC)c(NC(=S)Nc2cccc(C)c2C)c1	0.1	113.2	99.6	100.1	100.5	-0.7	93.2	113.9
Cn1c(=O)c2c(nc(CN3CCN(C(=O)c4ccco4)CC3)n2CC(N)=O)n(C)c1=O	-0.1	93.6	96.9	100.4	92.8	-0.5	98.0	95.6
O=C(c1cccc(Br)c1)N1CCN(c2ccc(N3CCOCC3)nn2)CC1	0.1	98.0	99.8	94.1	104.0	0.3	102.1	131.2
O=C(CSc1cnc2ccccc2n1)c1ccc(F)cc1	0.0	102.3	101.2	100.5	112.4	39.2	107.3	78.4
CCCOc1ccc(NC(=O)c2cc3cc(C)ccc3[nH]2)cc1	0.0	110.3	99.1	103.5	102.8	3.5	73.1	99.4
CC(C(=O)NCC1CCCCC1)N(C)Cc1ccc(Cl)cc1 (configuration not stated)	0.1	101.2	102.4	102.3	102.6	1.1	102.2	96.8
COc1nccc(Nc2ccccc2)c1C#N	0.0	93.8	91.2	93.0	97.3	-3.1	103.5	98.5
CCc1cc2c(-c3ccccc3)cc(=O)oc2cc1OCC(=O)NCC1CCC(C(=O)O)CC1 (configuration not stated)	-0.1	95.5	94.3	94.5	103.9	-0.8	102.7	114.6
N#CCCCn1c(O)c(N=NC(=O)C(O)c2ccccc2)c2ccccc21 (configuration not stated)	0.0	102.0	109.5	107.5	102.5	6.7	108.6	94.0
O=c1[nH]nnc2sc3c(c12)CCCC3	-0.3	98.2	96.9	91.0	96.1	10.2	97.3	102.6
Cc1ccc2cc(S(=O)(=O)NCCC(=O)O)ccc2c1	-0.1	105.7	109.6	105.4	107.3	-0.3	104.3	93.4
Cc1ccc(CN(C)C(=O)CN2C(=O)NC3(CCCc4ccccc43)C2=O)c(C)c1 (configuration not stated)	-0.1	101.1	102.8	96.4	102.4	0.6	100.7	93.2
Cc1cc(C)n(-c2nnc(C)n2/N=C/c2ccccc2O)n1	0.5	100.3	106.7	106.3	100.0	-2.5	95.5	101.3
Cc1ccc2nc(-c3cccnc3)c(NC3CCCCC3)n2c1	-3.3	?	91.7[may fluoresce red]	115.8[may fluoresce red]	104.5[may fluoresce red]	16.9	85.8[may fluoresce red]	113.6
COc1ccccc1C(=O)n1nc(C)cc1C	0.2	108.5	110.9	106.6	118.0	-2.6	112.8	103.6
Clc1ccc(-c2nnc(-c3ccccc3)c(-c3c[nH]c4ccccc34)n2)cc1	0.1	90.9	91.8	84.7	96.3	50.8*	89.7	117.4
O=C(Nc1ccc(Cl)cc1C(F)(F)F)c1ccccc1	0.7	100.1	92.1	93.5	102.3	-2.4	85.3	81.2
Cn1c(-c2cccc(Br)c2)cnc1NCc1ccccc1O	0.1	104.2	102.5	102.5	105.3	.	97.9	88.3
Cc1ccc2cc(CN(CC(C)C)S(=O)(=O)c3ccccc3)c(=O)[nH]c2c1	-0.1	92.8	96.1	88.1	97.9	9.3	95.2	90.1
CCCC(=O)N1c2ccc(-c3csc(N)n3)cc2CC1C (configuration not stated)	0.2	98.9	96.6	.	102.6	-6.6	89.2	93.5
CCc1ccc(/C=C2\Oc3c(ccc(O)c3CN3CCN(C)CC3)C2=O)cc1	-0.1	94.9	99.9	94.5	100.0	-0.9	99.8	88.8
O=C(Oc1ccc2c(=O)c(Oc3ccc4ccccc4c3)coc2c1)c1cncc(Br)c1	1.2*	105.2	101.3	96.2	104.9	1.1	109.5	121.6
CC(=O)CSc1nc(N(C)C)nc(N(C)C)n1	-0.3	88.8	94.7	93.2	92.2	3.0	93.1	100.8
CCN(CC(=O)Nc1c(F)cccc1F)C(=O)C1CC(=O)N(CCc2ccccc2)C1 (configuration not stated)	0.0	100.0	106.0	109.8	100.6	5.6	102.0	92.7
CC1CCCC(C)N1CCCNC(=O)c1ccc2nc(N3CCCCC3)sc2c1 (configuration not stated)	0.0	98.8	100.3	100.5	119.3	7.2	102.3	102.7
Cc1[nH]c2c(C)cccc2c1CC(=O)O	0.1	87.9	86.5	.	93.4	14.6	86.1	100.3
CCC/C(O)=C1\C(=O)CC(C)(C)CC1=Nc1ccc(OC)cc1OC	-0.1	97.3	104.9	106.5	97.7	12.4	103.7	76.2
NC(=O)CSc1nnc(-c2ccncc2)n1-c1ccc(Cl)cc1	0.0	97.6	102.0	101.0	98.2	-2.1	91.8	89.6
COc1ccc(C(c2nnnn2C(C)C)N2CCN(C(=O)c3ccco3)CC2)cc1 (configuration not stated)	0.1	101.0	101.5	103.5	104.6	2.5	99.8	106.8
CC1=Nc2ccccc2N=C(NC(=O)c2ccccc2)C1c1ccccc1 (configuration not stated)	0.0	98.3	98.8	90.2	92.0	2.5	104.9	102.7
Cc1ccc(C(=O)Nc2ccc(NC(=O)c3ccc(C)o3)cc2)o1	-0.1	101.1	97.6	107.4	105.0	-1.7	107.0	108.0
Cc1c(NC(=O)C(C)OC(=O)COc2ccccc2)c(=O)n(-c2ccccc2)n1C (configuration not stated)	0.8	102.5	92.0	94.2	98.4	1.8	105.2	98.8
Oc1ccccc1-c1nc(NCc2ccco2)c2ccccc2n1	0.0	92.8	99.6	94.2	91.2	-1.4	99.1	104.1
CC(Cc1cccnc1)NC(=O)c1ccccc1OC1CCN(S(C)(=O)=O)CC1 (configuration not stated)	0.1	98.7	88.5	93.6	92.7	10.4	80.6	102.3
Cc1ccc(S(=O)(=O)N(C)C)cc1NC(=O)c1ccncc1	-0.1	100.3	102.8	102.3	110.1	0.1	100.6	90.0
O=C(NCCc1ccncc1)Nc1ccc(F)cc1	0.1	97.8	101.8	99.7	95.6	17.2	106.0	85.8
Continuation:
SMILES	Efflux pump inh	RPL19A-GFP yeast	AGP1 TOR yeast	CIT2 TOR yeast	MEP2 TOR yeast	AHR activator	LAP4 TOR yeast	CR mimetic SO
O=C(Cc1ccccc1)Nc1ccc2oc(=O)ccc2c1	0.5	90.2	81.2	91.8	91.0	1.4	90.4	84.0
CCN1CCCC1CNC(=O)c1cc2c(OC)cccc2[nH]1 (configuration not stated)	0.1	103.4	99.2	103.3	94.8	10.4	92.3	95.2
O=C(c1cn(Cc2ccccc2)nc1-c1cccnc1)N1CCN(Cc2ccccc2)CC1	0.0	94.8	94.2	92.8	100.0	1.9	90.3	79.8
O=C(CC1(O)C(=O)Nc2ccccc21)c1ccccc1 (configuration not stated)	0.2	99.3	105.4	101.2	105.4	4.3	102.8	99.5
O=C(Nc1ccc(Cl)cc1)Nc1ccc(Oc2cccnc2)nc1	0.0	100.0	104.5	92.5	101.5	-7.0	105.6	86.4
S=C(NCC1CCCO1)N1CCN(c2cccc(Cl)c2)CC1 (configuration not stated)	-0.1	93.6	91.9	95.7	95.4	1.1	98.4	90.0
O=C(c1ccccc1)c1nn(-c2ccc(Cl)cc2)cc1C(=O)c1cc2ccccc2oc1=O	0.2	109.7	120.3	109.4	114.0	7.7	122.5	120.6
CCOC(=O)Nc1ccc2c(CN3CCN(S(=O)(=O)c4ccc(C(C)C)cc4)CC3)cc(=O)oc2c1	-0.1	98.2	101.9	102.3	99.3	-0.5	101.0	91.4
C=C[C@H]1[C@H](OC2OC(CO)C(O)C(O)C2O)OC=C(C(=O)OC)[C@H]1C[C@H]1CC(=O)C[C@H](CC(=O)CCc2ccc(O)cc2)O1 (some centres not stated)	0.0	101.2	104.4	100.8	107.5	-0.4	111.8	92.1
